# PI5P4Ka inh – PI5P4K alpha (human) kinase inhibition | P48426 | PI5P4Kalpha enzyme, ADP-Glo luminescence, 60 min; active compounds read low | max response, % | actives 1.2% (n = 330,000) | AID 652105; active means max response of -50% or lower; inconclusive means between -30% and -50%; inactive means -30% or higher; further: value at the top dose of about 77 µM; on the % scale 0 is the no-effect control and ±100 the full control effect
# Target sequence (P48426 whole entry, looked up): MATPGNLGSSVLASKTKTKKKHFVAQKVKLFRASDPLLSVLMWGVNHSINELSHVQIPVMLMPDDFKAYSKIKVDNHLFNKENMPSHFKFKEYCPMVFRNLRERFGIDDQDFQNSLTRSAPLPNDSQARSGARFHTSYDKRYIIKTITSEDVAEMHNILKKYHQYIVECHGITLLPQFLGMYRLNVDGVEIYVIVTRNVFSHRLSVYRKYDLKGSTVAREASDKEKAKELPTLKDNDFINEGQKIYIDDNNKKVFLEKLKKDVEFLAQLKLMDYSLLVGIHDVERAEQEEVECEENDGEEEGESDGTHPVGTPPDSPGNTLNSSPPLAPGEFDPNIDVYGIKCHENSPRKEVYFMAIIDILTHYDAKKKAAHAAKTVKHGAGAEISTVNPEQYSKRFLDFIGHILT
#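 ADP-Glo luminescence end-point after a 60 min room-temperature kinase reaction. PI5P4Kalpha and substrate in HEPES pH 7.4 buffer with EGTA, 0.1% CHAPS and 5% DMSO; ATP at 5 microM final.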
# aSyn yeast inh – alpha-synuclein toxicity inhibition in yeast; Yeast expressing alpha-synuclein, growth rescue, BacTiter-Glo, 24 h; Potency, µM (highest dose often 46.1 µM), for the others: top-dose growth rescue (activation), most hits filed as activators; actives 0.14% (n = 370,000); AID 652106; further: potency means the concentration at half of the fitted maximal effect; % of control where 0% means no effect; nearly all actives have a fitted effect of over 65% in size
#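 Galactose-induced alpha-syn yeast (OD600=0.02, raffinose-pregrown) + pinned cpd, 24 hr, 30 deg C; growth by BacTiter-Glo luminescence. Growth restoration scores as activation.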
# Abeta rescue – compounds reversing amyloid beta toxicity in yeast; yeast expressing A-beta42, growth rescue, OD600, 48 h; response scale: 0% DMSO, 100% iron-clioquinol control; Potency, µM (series often up to 46.1 µM), without a hit: at the top dose growth rescue, most hits filed as activators; actives 0.063% (n = 410,000); AID 1347071; further: potency means the concentration at half of the fitted maximal effect; nearly all actives have a fitted effect of over 55% in size
#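 Yeast growth medium received pinned compounds, then yeast cells expressing toxic A-beta were added; plates incubated at 30 C for 48 hr. Growth read as absorbance at 600 nm, normalized to DMSO and equimolar FeCl3 plus clioquinol controls.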
# WRN inhibitor – WRN helicase (human) inhibition. WRN helicase unwinding, fluorescent forked duplex, kinetic. Potency, µM (highest dose often 114 µM), inactives show top-dose activity change, negative = inhibition, usual class: inhibitors. actives 0.46% (n = 360,000); further: potency means the concentration at half of the fitted maximal effect; on the % scale 0 is the no-effect control and ±100 the full control effect; nearly all actives have a fitted effect of over 55% in size
#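 WRN at 20 nM final was preincubated with compound for 15 min at room temperature; reaction started with 100 nM forked duplex oligonucleotide carrying fluorophore and quencher plus 2 mM ATP (final). Unwinding followed kinetically by red fluorescence (ex 525/em 598 nm).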
# EPAC1 antag – blocks human EPAC1 exchange factor. EPAC1 GEF assay, Rap1b-BODIPY-GDP exchange fluorescence. AID 720709. O95398. actives 0.14% (n = 360,000). Potency, µM (top dose mostly 115 µM), for the others: at the top dose activity change, negative = inhibition, hits mostly inhibitors;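 further: potency means the concentration at half of the fitted maximal effect; plate controls were vehicle for no effect and positive control for full effect; nearly all actives have a fitted effect of over 50% in size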
# EPAC1 agonist – agonists of human EPAC1. EPAC1 agonist qHTS, biochemical assay; response scale: 100% = response to 6.5 mM cAMP. Potency, µM (titrated, usually from 154 µM), without a hit: at the highest dose activation, usual class: activators. actives 0.073% (n = 360,000). AID 720707; further: potency means the concentration at half of the fitted maximal effect; nearly all actives have a fitted effect of over 60% in size
#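 Multi-concentration qHTS readout: loss of Rap1B-bound BODIPY-GDP fluorescence driven by 100 nM EPAC1 with excess GDP (50 uM), monitored kinetically at room temperature; agonist response expressed relative to 6.5 mM cAMP.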
# PLK1 PBD inh – blocks phosphopeptide binding to human PLK1 polo-box domain. AID 720504. Potency, µM, without a hit: max response, negative = inhibition, most hits filed as inhibitors. P53350. actives 2.8% (n = 360,000). Plk1 PBD binding of FITC phosphopeptide, fluorescence polarization; further: potency means the concentration at half of the fitted maximal effect; series mostly up to about 57 µM; on the % scale 0 is the no-effect control and ±100 the full control effect; nearly all actives have a fitted effect of over 65% in size
# Target sequence (P53350 whole entry, looked up, the tested form may be a part): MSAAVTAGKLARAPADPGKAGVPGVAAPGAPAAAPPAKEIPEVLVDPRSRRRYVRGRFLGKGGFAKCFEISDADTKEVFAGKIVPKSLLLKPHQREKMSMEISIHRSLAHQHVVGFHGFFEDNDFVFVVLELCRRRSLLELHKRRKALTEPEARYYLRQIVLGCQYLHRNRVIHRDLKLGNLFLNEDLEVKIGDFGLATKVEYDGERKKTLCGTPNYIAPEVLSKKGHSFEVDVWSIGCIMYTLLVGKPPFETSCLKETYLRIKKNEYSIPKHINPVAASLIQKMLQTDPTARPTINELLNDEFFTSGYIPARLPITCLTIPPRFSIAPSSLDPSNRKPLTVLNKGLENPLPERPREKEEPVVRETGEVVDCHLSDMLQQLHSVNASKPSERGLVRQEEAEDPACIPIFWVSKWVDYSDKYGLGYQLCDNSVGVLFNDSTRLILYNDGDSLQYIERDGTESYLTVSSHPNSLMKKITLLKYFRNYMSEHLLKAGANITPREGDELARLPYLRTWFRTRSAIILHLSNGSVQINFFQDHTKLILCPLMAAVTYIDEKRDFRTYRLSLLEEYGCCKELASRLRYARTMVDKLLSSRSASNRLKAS
# IL2 activator – activates IL-2 in a cell-based reporter assay; activation, % (series mostly up to about 46 µM); IL-2 activation reporter assay, cell-based qHTS; stimulated with anti-CD3/CD4/CD28 beads; in transgenic mouse T cells; AID 652025; actives 0.065% (n = 360,000); in the data active means activation above about 50%; inconclusive means mostly about 30% to 49%; further: 0% is about no effect
#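 Readout: EGFP and DsRed signals by fluorescent plate cytometry. Unstimulated transgenic mouse T cells received compound 60 min before antibody-bead stimulation, then incubated 18 h at 37 degrees C.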
# FUS yeast rescue – rescues growth of FUS-expressing yeast; AID 1347120; Potency, µM (highest dose often 76.6 µM), inactives show top-dose growth rescue (activation), most hits filed as activators; S. cerevisiae FUS-expressing, growth rescue, OD600, 24 h; actives 0.24% (n = 390,000);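 further: potency means the concentration at half of the fitted maximal effect; plate controls were DMSO vehicle for no effect and reference control for full effect; nearly all actives have a fitted effect of over 55% in size; some results filed as inactive show a strong effect at the top dose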
#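 S. cerevisiae expressing FUS from galactose induction served as the toxicity model. Growth after 24hr at 30C, read as absorbance at 600 nm, indicates suppression of toxicity; compounds dosed at several concentrations.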
# Numbers without * were called inactive; ? = inconclusive; . = no result given; [ ] = dose if it differs, or a comment. Unless noted, the call rests on the fitted dose curve; in most records, active means well fitted curve in the direction sought with a large enough effect; inconclusive means small, poorly fitted or top-dose-only effect, or another doubt; inactive means no such curve, though single readings can be large; an effect the other way counts as inactive or inconclusive.
SMILES,PI5P4Ka inh,aSyn yeast inh,Abeta rescue,WRN inhibitor,EPAC1 antag,EPAC1 agonist,PLK1 PBD inh,IL2 activator,FUS yeast rescue
COc1cccc(C2C(C(=O)NCc3ccccc3)=C(C)Nc3ncnn32)c1 (stereo not given),.,-1%,0%,7%,-13%,5%,-8%,-2.1,17%
COc1ccc(CNC(=O)c2cc(-c3ccccc3OC)on2)cc1,.,28%,-5%,-11%,-13%,15%,-3%,-0.1,17%
O=S1(=O)N=C(Nc2ccc(O)c(CN3CCCCC3)c2)c2ccccc21,.,-9%,16%,-8%,8%,1%,-1%,3.8,2%
COc1ccc(/C(O)=C2/C(=O)C(=O)N(CCCN3CCOCC3)C2c2ccc(C)cc2)cc1 (stereo not given),-5,1%,-8%,4%,-9%,4%,-3%,1.1,16%
COc1ccc(S(=O)(=O)NC(Cc2ccccc2)C(=O)O)cc1 (stereo not given),0,1%,-16%,4%,6%,-8%,-20%,0.2,-23%
O=C(O)c1ccccc1C(=O)OCCCCOC(=O)c1ccccc1C(=O)O,.,-4%,-1%,-1%,0%,-2%,-6%,-4.6,1%
CCCCOc1ccc(N2C(=O)CC(NCCc3ccc(S(N)(=O)=O)cc3)C2=O)cc1 (stereo not given),1,1%,-11%,-9%,-2%,3%,-8%,-2.9,41%
Cc1cc(C)n(C(CC(=O)O)C(=O)O)n1 (stereo not given),2,1%,-3%,-4%,-11%,4%,-12%,6.0,18%
CC(C)(C)NC(=O)CCN(/N=C/c1ccncc1)C1=NS(=O)(=O)c2ccccc21,1,-1%,3%,-31%,-20%,-2%,-6%,-0.9,29%
COc1cc(OC)cc(C(=O)Nc2sc3c(c2C(N)=O)CCC3)c1,-8,3.5µM*,16%,-36%,?,-11%,-21%,-2.6,-73%
O=C(NCCC1CCCCN1S(=O)(=O)c1cccs1)C(=O)Nc1ccccc1 (stereo not given),4,10%,7%,-40%,-13%,0%,-16%,-0.2,33%
CSc1ccc(C(O)c2ncc(-c3cccc(F)c3)[nH]2)cc1 (stereo not given),2,7%,13%,1%,-15%,-7%,3%,0.0,-18%
CC(=O)Nc1ccc(NC(=O)c2ccccc2S(=O)(=O)c2ccccc2[N+](=O)[O-])cc1,-4,-17%,-2%,10%,-1%,0%,-17%,-1.4,-21%
Cc1ccc(OCC(=O)NCC2CCCO2)c(C)c1 (stereo not given),10,3%,0%,1%,-3%,-4%,-1%,-1.0,-5%
Cc1ccc(OC(=O)C(C)c2cccc(C(=O)c3ccccc3)c2)cc1 (stereo not given),.,-15%,-6%,-7%,17%,4%,5%,-2.6,9%
O=C(CSCCO)Nc1ccc(C2CCCCC2)cc1,.,7%,32%,-4%,0%,9%,-2%,-0.5,36%
O=C(Nc1ccc(F)cc1F)c1cccnc1,-11,-1%,6%,10%,-6%,-3%,27µM*,-0.3,4%
CCCCSc1ccc(NC(=O)c2cccnc2)cc1,.,-10%,-9%,-6%,-21%,-6%,-6%,-2.6,46%
COc1ccccc1C(=O)COC(=O)/C(=C/c1ccccc1)NC(C)=O,3,5%,5%,-2%,-6%,8%,7%,-0.3,6%
Cc1ccccc1NC(=O)c1nc(S(C)(=O)=O)ncc1Cl,5,18%,-49%[inhibitor],-14%,-7%,-2%,?,-0.8,-22%

# Entries listed so far that contain a halogen:
SMILES,PI5P4Ka inh,aSyn yeast inh,Abeta rescue,WRN inhibitor,EPAC1 antag,EPAC1 agonist,PLK1 PBD inh,IL2 activator,FUS yeast rescue
CSc1ccc(C(O)c2ncc(-c3cccc(F)c3)[nH]2)cc1 (stereo not given),2,7%,13%,1%,-15%,-7%,3%,0.0,-18%
O=C(Nc1ccc(F)cc1F)c1cccnc1,-11,-1%,6%,10%,-6%,-3%,27µM*,-0.3,4%
Cc1ccccc1NC(=O)c1nc(S(C)(=O)=O)ncc1Cl,5,18%,-49%[inhibitor],-14%,-7%,-2%,?,-0.8,-22%

# The list continues.
SMILES,PI5P4Ka inh,aSyn yeast inh,Abeta rescue,WRN inhibitor,EPAC1 antag,EPAC1 agonist,PLK1 PBD inh,IL2 activator,FUS yeast rescue
CCN1CCN(C(=O)c2ccc3c(=O)n(Cc4ccccc4OC)c(=S)[nH]c3c2)CC1,.,0%,5%,12%,3%,6%,-8%,1.1,28%
CC1(C)CC(=O)C=C(c2ccccc2-c2ccc3cc[nH]c3c2)C1=O,-3,0%,3%,1%,7%,-4%,2%,-2.2,25%
OC(c1cccs1)(c1cccs1)C1C[N+]2(CF)CCC1CC2 (stereo not given),.,-12%,8%,-6%,7%,7%,1%,1.4,-8%
CCC(C)NCCOCCOc1ccc(Br)cc1 (stereo not given),5,-7%,2%,-1%,2%,2%,-8%,1.6,-12%
COc1cc(C2SC(C)C(=O)N2CCc2ccccc2)cc(OC)c1OC (stereo not given),1,1%,10%,-9%,-1%,3%,-18%,0.3,26%
C/C(=N\NC(=O)C1CC1)c1ccc(Cl)cc1,9,-6%,-3%,-18%[57.1 µM],16%,17%,-12%,-3.6,-22%
CC(C)OP(=O)(OC(C)C)C(NC(=O)c1ccccc1Br)C(N)=O (stereo not given),3,0%,-2%,-7%,-14%,-1%,7%,-0.2,1%
CC(C)CN1CC(=O)N2C(c3ccccc3)c3[nH]c4ccccc4c3C[C@H]2C1=O (stereo not given in full),-2,16%,23%,-10%,-9%,-2%,-2%,-2.4,?
Cc1nn(-c2ccccc2)c(C)c1NC(=O)COC(=O)C1CC(=O)N(CCc2ccccc2)C1 (stereo not given),-2,2%,3%,-3%,8%,5%,5%,0.4,9%
NC(=O)c1ccccc1-c1nc(-c2ccccc2)no1,-1,-14%,5%,4%,3%,-1%,-15%,-0.6,3%
CCN(Cc1ccc(C#CCCO)cc1)CC1CCCN(CCc2cccc(F)c2)C1 (stereo not given),3,0%,25%,-8%,?,-10%,-3%,-3.0,-13%
CN1CCN(C(=O)OC2CC3CC2[C@H]2CCCCN2C3=O)CC1 (stereo not given in full),0,-10%,-16%,4%,1%,2%,3%,1.5,-23%
COc1ccccc1N1CCN(S(=O)(=O)c2c(C)ccc3nsnc23)CC1,.,-42%[inhibitor],5%,-11%,-13%,24%,-9%,-0.7,?
O=C(COC(=O)c1ccccc1SCC(=O)N1CCCC1)NCc1ccccc1,5,-2%,3%,-6%,-12%,3%,-15%,-3.2,4%
COc1ccccc1/C=N/N1CCN(Cc2ccccc2Cl)CC1,18,-1%,7%,-6%,-3%,4%,2%,-0.1,4%
NC(=O)c1ccc(NC(=O)CCc2nc3sc4c(c3c(=O)[nH]2)CCCC4)cc1,-17,-2%,2%,-25%,-12%,-7%,4%,-2.5,4%
CC1(C)Cc2nc3nc(SCC(=O)Nc4ccccc4)nc(N)c3cc2CO1,-8,-4%,-16%,-10%,-12%,0%,-6%,-0.5,7%
Cc1[nH]n(-c2ccccc2)c(=O)c1C=Nc1cccc2cccnc12,4,-2%,-28%,-23%,-17%,25%,-9%,-0.7,.
COc1ccc(C(O)c2ncc(-c3ccc(Cl)cc3)[nH]2)cc1 (stereo not given),3,15%,-12%,-7%,13%,-9%,-8%,-0.7,-11%
COC(=O)C1(C(=O)OC)C[C@H](/C=C/c2ccccc2)N(Cc2ccccc2OC)[C@@H]1c1ccc(F)cc1,3,3%,8%,-1%,-2%,9%,11%,0.3,22%
CN(Cc1ccc(CNC[C@H]2O[C@@H](n3cnc4c(N)ncnc43)[C@H](O)[C@@H]2O)o1)S(C)(=O)=O,5,1%,6%,5%,?,-2%,-13%,0.1,-17%
Cc1cc(=O)oc2cc(OCC(=O)OCC(=O)Nc3ccccc3Br)ccc12,4,10%,-10%,-13%,-25%,-4%,4%,-3.8,4%
O=C(Nc1ccc2c(c1)OCCO2)C(c1ccnc2ccccc12)N1CCN(c2ccc(C(F)(F)F)cn2)CC1 (stereo not given),12,-9%,-9%,-6%,-10%,-9%,-1%,0.6,?
COc1oc(-c2ccc(Cl)cc2)nc1C(F)(F)F,-7,-16%,-4%,-3%,5%,-5%,-6%,-2.0,-5%
Cc1cc(C)cc(OC(C)C(=O)Nc2ccccc2C(=O)NCc2cccnc2)c1 (stereo not given),-11,0%,-7%,-8%,-3%,-7%,-8%,0.3,10%
C/C(=N\Nc1nc2ccccc2s1)c1ccc(Br)s1,49,-12%,-63%[inhibitor],-29%[57.1 µM],-23%,15%,-4%,-2.7,21%
CC(C)Cn1c2c(c(O)c(C(=O)Nn3c(Cc4ccccc4)nc4ccccc4c3=O)c1=O)CCCC2,-6,0%,4%,-18%,-2%,2%,-16%,-5.3,.
COc1cc2c(cc1OC)CN(CC(=O)Nc1ccc(S(=O)(=O)N3CCCC3)cc1)CC2,4,-2%,7%,-5%,5%,0%,-9%,-1.3,19%
Cc1cccc(N2C(=O)C(O)=C(C(=O)c3cccs3)C2c2cccc(Oc3ccccc3)c2)n1 (stereo not given),1,-1%,4%,-9%,?,1%,?,-2.3,?
Cc1cc(C)cc(NC(=O)C2CCCN2S(=O)(=O)c2cccc3cccnc23)c1 (stereo not given),5,-1%,-11%,-3%[57.1 µM],2%,13%,-11%,-2.4,19%
O=C(CCl)N1CCN2C(=O)c3ccccc3C12c1ccc(Cl)cc1 (stereo not given),-7,2%,-37%,-4%,?,3%,?,-1.0,6%
Cc1ccc(CNC(=O)c2ccc(NC3=NC4CS(=O)(=O)CC4S3)cc2)cc1 (stereo not given),-2,-1%,2%,-4%,-3%,-3%,-11%,-0.9,-22%
COc1ccc(C)cc1-n1nnnc1SCc1nc2ccccc2s1,0,1%,-15%,1%,0%,16%,-22%,-2.2,-2%
COc1ccc(-c2ccc(C(=O)NCc3ccccc3)c3occc23)c(C)c1,23,-4%,17%,1%,23%,-19%,-2%,-0.5,20%

# Some entries already given, reduced to Abeta rescue and WRN inhibitor.
canonical_smiles | Abeta rescue | WRN inhibitor
COc1ccc(C)cc1-n1nnnc1SCc1nc2ccccc2s1 | -15% | 1%
COc1ccc(-c2ccc(C(=O)NCc3ccccc3)c3occc23)c(C)c1 | 17% | 1%

# Screening results: PubChem BioAssay, National Center for Advancing Translational Sciences (NCATS)
